Eya2 inh – blocks the phosphatase activity of human Eya2; O00167; recombinant Eya2, OMFP fluorescence dephosphorylation (OMFP is methylfluorescein phosphate); Potency, µM (highest dose often 76.9 µM), inactives show top-dose activity, negative = inhibition, most hits filed as inhibitors; 0.006% of 330,000 active; AID 488837; also: potency is read from the fitted curve at half-maximal effect; % is scaled to controls: 0 for no effect and ±100 for the full control effect
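Eya2 protein (added as 0.2 uM solution) was preincubated with compound for 10 min at ambient temperature in 50 mM HEPES pH 7.5, 50 mM NaCl, 5 uM MgCl2, 0.05% BSA, 1 mM DTT. OMFP (added at 50 uM) then reacted 10 min; fluorescence read at 485/525 nm.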
TSHR antagonist – human thyrotropin receptor antagonism; P16473; TSHR-expressing cells, TSH-stimulated cAMP HTRF, 2 h; stronger effect = lower value; activity change, negative = inhibition, % at 11.5 µM; 0.2% of 330,000 active;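 active = activity change below a set negative limit, meaning inhibition stronger than a set level, cut at about -70% in these data; inconclusive = activity change between two set negative limits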; also: % is scaled to controls: 0 for no effect and ±100 for the full control effect
Target sequence (P16473 whole entry, looked up): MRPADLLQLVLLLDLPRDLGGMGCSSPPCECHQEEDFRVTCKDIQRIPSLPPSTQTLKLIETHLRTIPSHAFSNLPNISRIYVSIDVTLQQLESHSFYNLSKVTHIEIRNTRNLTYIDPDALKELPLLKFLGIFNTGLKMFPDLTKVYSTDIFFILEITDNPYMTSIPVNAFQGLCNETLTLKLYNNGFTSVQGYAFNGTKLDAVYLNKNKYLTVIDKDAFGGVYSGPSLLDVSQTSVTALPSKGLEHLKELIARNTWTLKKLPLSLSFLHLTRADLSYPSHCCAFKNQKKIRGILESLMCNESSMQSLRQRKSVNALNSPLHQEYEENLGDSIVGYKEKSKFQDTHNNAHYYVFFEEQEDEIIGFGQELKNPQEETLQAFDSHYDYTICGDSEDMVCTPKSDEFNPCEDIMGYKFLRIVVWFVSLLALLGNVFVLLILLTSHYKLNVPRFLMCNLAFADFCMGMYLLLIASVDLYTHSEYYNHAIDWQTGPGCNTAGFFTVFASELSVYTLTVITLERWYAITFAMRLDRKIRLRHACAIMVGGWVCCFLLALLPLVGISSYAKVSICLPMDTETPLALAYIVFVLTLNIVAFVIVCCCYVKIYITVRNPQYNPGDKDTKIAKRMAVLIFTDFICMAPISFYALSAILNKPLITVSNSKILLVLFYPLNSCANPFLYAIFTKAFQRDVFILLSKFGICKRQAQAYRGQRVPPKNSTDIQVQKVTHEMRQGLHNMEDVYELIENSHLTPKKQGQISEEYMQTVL
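Read-out is FRET at 665 nm (cryptate excitation 337 nm) from a cryptate-tagged anti-cAMP antibody, competed by cell cAMP against cAMP-d2. Compounds are tested on freshly harvested TSHR cells challenged with 4nM TSH (EC80) for 2 hours at 37 deg C.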
ELG1 DNA repair – blocks ELG1-dependent DNA repair in HEK293T cells. HEK293T ELG1-luciferase reporter, luminescence, 16 h; DNA damage induced by 5-fluorouridine. Potency, µM (doses to about 46.1 µM), inactives show at the highest dose activity change, negative = inhibition, hits mostly inhibitors. 2.3% of 330,000 active; also: potency is read from the fitted curve at half-maximal effect; % is scaled to controls: 0 for no effect and ±100 for the full control effect; nearly all actives have a fitted effect of over 55% in size
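DMSO vehicle served as the neutral condition. Each well held 2,000 cells given 5-fluorouridine plus compound; after 16 hr at 37 °C/5% CO2, ONE-Glo was added and luciferase measured 30 min later.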
TRPV1 agonist – human TRPV1 agonism; Q8NER1; TRPV1-expressing cells, Fluo-8 calcium influx, agonist mode; activation, % at 8.33 µM; AID 540275; 0.19% of 320,000 active; in the data active = activation above about 80%; inconclusive = between about 30% and that limit; also: 0% is about no effect
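Cells expressing TRPV1 were dye-loaded with Fluo-8 and read kinetically: 10 s baseline, 3 min after compound (agonist portion), then 2 min after EC20 capsaicin (allosteric enhancer portion). Calcium-bound dye fluorescence at 480/520 nm.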
KCNH2 3.1 block – KCNH2 3.1 (human) potassium channel inhibition. U2OS KCNH2 3.1, thallium flux FluxOr; stronger effect = lower value. activity change, % (tested at about 1.8 µM). 0.95% of 340,000 active. AID 720553;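 active = maximum activity change below -70%; inconclusive = maximum activity change from -70% to -50%; inactive = maximum activity change above -50%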;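 also: thallium influx rate constant from kinetic fluorescence after stimulation buffer; % is scaled to controls: 0 for no effect and ±100 for the full control effect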
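Thallium flux via FluxOr fluorescence (Red40 quencher, 45 min loading) in U2OS cells virally expressing the KCNH2 3.1 isoform (1.77 x 10^8 /mL virus, overnight at 37 C). Rate constants from 2-min kinetic reads post-stimulation, normalised to positive and negative controls.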
hERG WT inh – blocks the wildtype human KCNH2 potassium channel; U2OS, BacMam KCNH2, thallium flux FluxOr; stronger effect = lower value; activity change, % at 1.84 µM; 0.37% of 340,000 active;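 active = maximum activity change below -70%; inconclusive = maximum activity change between -70% and -50%; inactive = maximum activity change above -50%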; also: % is scaled to controls: 0 for no effect and ±100 for the full control effect
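U2OS cells were transduced with wild-type KCNH2 virus (2.03 x 10^8 / mL) for 4 h at room temperature, then cultured overnight at 37 C. Thallium flux was read with FluxOr dye. Rate constants were normalized to DMSO controls.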
Mito fusion yeast – inhibitors of mitochondrial division or activators of mitochondrial fusion | S. cerevisiae fusion-defective mutant growth rescue, CellTiterGlo 48 h | Potency, µM (top dose mostly 46.1 µM), inactives show at the highest dose growth rescue (activation), actives largely listed as activators | 0.23% of 320,000 active;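 also: potency is read from the fitted curve at half-maximal effect; % of control where 0% means no effect; nearly all actives have a fitted effect of over 45% in size; temperature-sensitive fusion mutants such as fzo1-1 at 37 °C on non-fermentable ethanol glycerol medium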
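S. cerevisiae fusion-defective temperature-sensitive mutants (e.g. fzo1-1, mgm1-5) grown 48 h at 37C in YPEG (ethanol/glycerol non-fermentable) medium with 23 nl compound per well; growth rescue read as CellTiterGlo luminescence.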
AT treatment – potential ataxia-telangiectasia treatments restoring KAP-1 phosphorylation | AID 485349 | Potency, µM (highest dose often 57.5 µM), without a hit: at the highest dose activation, most hits filed as activators | 0.19% of 320,000 active | […] A-T fibroblasts, KAP-1 phosphorylation AlphaLISA; neocarzinostatin DNA damage 30 min before lysis; also: potency is read from the fitted curve at half-maximal effect; % of control where 0% means no effect; nearly all actives have a fitted effect of over 45% in size
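hTERT-immortalized A-T patient fibroblasts ([…]), 500 cells/well in OPTI-MEM, 1% FBS, got compounds for 60 min, then NCS for 30 min at 37C. Lysates were then assayed for phospho-KAP-1 by AlphaLISA (anti-pKAP1 donor, anti-KAP1 acceptor beads), 6 hr at 25C.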
USP2a block – blocks human ubiquitin-specific protease USP2a; O75604; USP2 core, Ub-CHOP2 coupled fluorogenic reporter, 485/531; Potency, µM (series often up to 38.3 µM), inactives show at the top dose activity change, negative = inhibition, hits mostly inhibitors; AID 463254; 0.01% of 330,000 active;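 also: potency is read from the fitted curve at half-maximal effect; plate controls were DMSO wells for no effect and full inhibition by NEM control for full effect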
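Cell-free coupled assay: 10nM USP2 core preincubated 30min RT with compound in Tris-HCl pH 8.0/CaCl2/CHAPS buffer, then 25nM Ub-CHOP2 and 25nM reporter substrate; fluorescence (Ex 485/Em 531) read after 60min RT, normalized to NEM inhibition, concentration-response curves fitted.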
TCR act – activates T cell receptor signaling; primary human leukocytes, anti-CD3, IL-2 HTRF, 48 h; Potency, µM (top dose mostly 9.22 µM), for inactives: at the highest dose activation of IL-2 secretion, actives largely listed as activators; 330,000 tested, under 10 active; also: % of control where 0% means no effect
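IL-2 produced over 48 hr by a-CD3 bead-stimulated primary human leukocytes exposed to compounds was detected with a homogeneous time-resolved FRET immunoassay, 665nm acceptor signal after 320nm excitation.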
* = called active by the depositor; ? = inconclusive; · = not tested or not shown; [ ] = remark or other dose. Unless noted, calls follow the shape of the dose curve; as a rule, active = well fitted curve in the direction sought with a large enough effect; inconclusive = small, poorly fitted or top-dose-only effect, or another doubt; inactive = no such curve, though single readings can be large; an effect the other way counts as inactive or inconclusive. An excerpt. The share of hits here may be higher or lower than overall.

SMILES	Eya2 inh	TSHR antagonist	ELG1 DNA repair	TRPV1 agonist	KCNH2 3.1 block	hERG WT inh	Mito fusion yeast	AT treatment	USP2a block	TCR act
O=C(N/N=C\c1ccc(O)c([N+](=O)[O-])c1)C1COc2ccccc2O1 (stereo not drawn)	-18%	-4	-9%	-4	-5	-6	-3%	-3%	0%	-4%
CC1(C)CC(C(N)=S)CCO1 (stereo not drawn)	10%	-2	-1%	·	10	6	8%	-4%	1%	6%
COCc1nnc(NC(=O)c2ccc(NC(C)=O)cc2)s1	2%	2	11%	-1	6	-4	-4%	-2%	1%	-1%[46.1 µM]
C=CCN(c1ccccc1Cl)S(=O)(=O)c1cccc(C(=O)OCC(=O)N(C)C2CCS(=O)(=O)C2)c1 (stereo not drawn)	8%	5	3%	2	-11	6	7%	2%	-1%	0%
Cc1cc(Cl)ccc1OCCCC(=O)NC1CCN(C)CC1	-4%	7	17%	0	-17	38	-8%	11%	4%	7%
COc1ccc(C(C)=O)cc1CSc1nc2ccccc2c(=O)n1-c1ccccc1	-4%	48	?	-5	-19	-3	11%	2%	1%	2%[46.1 µM]
C=CCn1c(SCC(=O)N2CCOCC2)nc(O)cc1=O	-2%	5	4%	4	5	-24	0%	-6%	0%	1%
Cc1ccc(-n2c(=O)c(C#N)cc3c(=O)n4ccccc4nc32)cc1C	-4%	0	3%	-5	-17	21	0%	·	0%	-2%
CCC(C)[C@H](NC(=O)N1CCC(Cc2ccccc2)CC1)C(=O)O (stereo partly drawn)	8%	5	-1%	-1	-5	-11	-16%	11%	1%	2%
COc1ccc(S(=O)(=O)N2CCCC(C(=O)NCC3CCCO3)C2)cc1Cl (stereo not drawn)	-5%	-2	5%	3	1	-7	0%	2%	0%	4%
C#CCn1c(S(=O)(=O)Cc2ccc(OC)cc2)nc(-c2ccccc2)c1-c1ccccc1	-8%	-24	?	26	4	42	0%	3%	3%	1%
CC(NCC(=O)NCC(=O)Nc1ccc(F)cc1)c1cccc(C(F)(F)F)c1 (stereo not drawn)	-1%	·	-18%	·	7	-2	·	-38%[inhibitor]	2%	6%
CC1(C)Cc2c(sc3ncn(N)c(=N)c23)CO1	1%	-2	-14%	-3	1	-7	-3%	-1%	4%	4%
CCOC(=O)COn1c(=O)c(-c2cccs2)[n+]([O-])c2ccccc21	?	1	?	1	-13	17	3%	2%	-1%	4%
Cc1ccc(NC(=O)NCCN2C(=O)C3C4C=CC(C4)C3C2=O)cc1 (stereo not drawn)	-4%	17	?	-5	23	0	-1%	12%	0%	5%
CCC(=O)N=c1ccn(C2=Nc3ccccc3NC2=C(C#N)C#N)cc1	-11%	0	-9%	-1	-7	1	-4%	-7%	1%	6%
COc1cc(C(=O)Nc2ccc(N3CCCS3(=O)=O)cc2)c([N+](=O)[O-])cc1OC	-6%	3	1%	-1	0	6	-6%	2%	2%	6%
CC(=Nc1ccc(C)c(C)c1)C1=C(O)CCC1=O	-6%	6	0%	9	-7	-4	1%	·	2%	-1%
NC(=O)CSc1ncnc2c1nnn2Cc1ccc(F)cc1	-9%	-2	6%	-5	11	11	4%	-2%	0%	·
O=C(NNc1ccc([N+](=O)[O-])cc1)Nc1ccccc1	-12%	-4	0%	-3	3	-3	-24%	3%	-2%	-6%
O=C(NCc1ccc(OC(F)(F)F)cc1)C1CC(c2ccccc2C(F)(F)F)=NO1 (stereo not drawn)	1%	-3	-16%	-5	-15	1	2%	23%	-18%	2%
CCOc1cccc2sc(N(CCCN(C)C)C(=O)Cc3ccccc3)nc12	-9%	10	14%	27	-26	18	1%	-1%	-1%	0%
CCOC(=O)c1c(C)c(C(=O)Nc2cc(F)ccc2F)c(C)n1C	-9%	-2	-30%	7	-25	-1	1%	2%	3%	-1%[46.1 µM]
CC(C)(C)NC(=O)C(Cc1ccccc1)NS(=O)(=O)c1cccc2nsnc12 (stereo not drawn)	-11%	7	24%	5	-8	-6	7%	0%	1%	·
CC(C)(C)C(=O)N(Cc1ccc(Cl)cc1)Cc1cccnc1	0%	4	?	2	-2	0	1%	-2%	0%	-6%

(continued)
SMILES	Eya2 inh	TSHR antagonist	ELG1 DNA repair	TRPV1 agonist	KCNH2 3.1 block	hERG WT inh	Mito fusion yeast	AT treatment	USP2a block	TCR act
C/C(=N\NC(N)=O)C1CC(CC(C)C)C(=O)O1 (stereo not drawn)	19%	1	2%	1	-2	-13	-1%	0%	2%	-4%
COc1ccc(CNC(=O)C(C)NCc2ccc(S(N)(=O)=O)cc2)cc1 (stereo not drawn)	9%	8	-9%	-8	-12	-7	-5%	12%	5%	-1%
CCC(=O)c1ccc(OCC(=O)OCC(=O)NCCC2=CCCCC2)cc1	-9%	-3	14%	19	-4	9	-12%	4%	0%	-11%
CCc1ccc(NC(=O)C(C)Sc2ccc(S(=O)(=O)N3CCN(C)CC3)cn2)cc1 (stereo not drawn)	-6%	-10	-6%	6	6	-2	-8%	2%	0%	-8%
COCc1ccc(C(=O)NC2CCCc3c2cnn3-c2ccc(C)c(C)c2)o1 (stereo not drawn)	1%	-15	?	2	-1	-10	8%	7%	3%	-1%
Cc1cccc(NS(=O)(=O)Cc2ccccc2)n1	3%	3	18%	-2	-2	3	-15%	-5%	-2%	6%[46.1 µM]
Cc1ccc(Cn2c(Sc3nnc(C)s3)nc3c2c(=O)[nH]c(=O)n3C)cc1	6%	10	2%	0	?	-1	1%	7%	2%	-3%
O=C(NCc1ccc2c(c1)OCO2)C1CC(=O)N(C2CCCCCCC2)C1 (stereo not drawn)	-7%	9	0%	?	-12	-10	6%	-10%	1%	5%
O=C(/C=C/c1cccs1)Nc1scc(-c2ccccc2)c1C(=O)O	-1%	3	?	2	5	-3	5%	1%	-1%	-3%
CN1C(=S)SC(C)(C)C1/[N+]([O-])=C/c1cccnc1 (stereo not drawn)	25%	0	26%	-2	6	1	-2%	-1%	0%	-8%
CCCCCCC1CC(/C(C)=N\NC(N)=O)OC1=O (stereo not drawn)	8%	19	3%	28	5	8	1%	-5%	2%	6%
COc1cc(OC)cc(C(=O)NNC(=S)NCc2ccco2)c1	-17%	-8	-16%	-6	4	2	-2%	0%	14%	2%
O=C(Nc1ccccc1O)c1ccc2c(c1)C(=O)N(N1C(=O)c3ccccc3C1=O)C2=O	0%	9	-2%	-7	-6	-3	0%	0%	0%	-7%
CC1(C)CC(=O)C(C2C3=C(CC(C)(C)CC3=O)Oc3ccccc32)=C(O)C1 (stereo not drawn)	-2%	7	?	4	7	-18	6%	·	-5%	2%
COc1ccccc1CN1CC(C(=O)N(C)CCCn2nc(C)cc2C)CCC1=O (stereo not drawn)	7%	-3	-2%	-1	-18	-13	0%	3%	1%	-6%

Individual results from above:
C=CCn1c(SCC(=O)N2CCOCC2)nc(O)cc1=O in hERG WT inh → -24
COc1ccc(S(=O)(=O)N2CCCC(C(=O)NCC3CCCO3)C2)cc1Cl (stereo not drawn) in hERG WT inh → -7
O=C(/C=C/c1cccs1)Nc1scc(-c2ccccc2)c1C(=O)O in TSHR antagonist → 3

Complete entries as entered above. Order of screens: Eya2 inh, TSHR antagonist, ELG1 DNA repair, TRPV1 agonist, KCNH2 3.1 block, hERG WT inh, Mito fusion yeast, AT treatment, USP2a block, TCR act
`Cc1ccc(Cn2c(Sc3nnc(C)s3)nc3c2c(=O)[nH]c(=O)n3C)cc1` is listed as 6%, 10, 2%, 0, ?, -1, 1%, 7%, 2%, -3%
`CCC(=O)c1ccc(OCC(=O)OCC(=O)NCCC2=CCCCC2)cc1` is listed as -9%, -3, 14%, 19, -4, 9, -12%, 4%, 0%, -11%
`COc1cc(OC)cc(C(=O)NNC(=S)NCc2ccco2)c1` is listed as -17%, -8, -16%, -6, 4, 2, -2%, 0%, 14%, 2%
`CC1(C)CC(=O)C(C2C3=C(CC(C)(C)CC3=O)Oc3ccccc32)=C(O)C1` (stereo not drawn) is listed as -2%, 7, ?, 4, 7, -18, 6%, ·, -5%, 2%

Compound activity: PubChem, National Center for Advancing Translational Sciences (NCATS)
